Screening data: PubChem BioAssay, National Center for Advancing Translational Sciences (NCATS)
a7 integrin act: activates integrin-mediated alleviation for muscular dystrophy; alpha7betagal myoblasts, beta-gal FDG fluorescence, 48 h; Potency, µM (top dose mostly 38.3 µM), for the others: at the top dose activation, hits mostly activators; actives 0.064% (n = 350,000);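 also: potency is read from the fitted curve at half-maximal effect; 100% = response of the positive control SU9516; nearly all actives have a fitted effect of over 60% in size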
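alpha7betagal+/- myoblasts (passage 13, 250/well) treated 48 h at 37C with compounds at 1:260 dilution of DMSO stock. Lysed, then beta-galactosidase activity read as FDG fluorescence (ex 480/em 540) after 30 min, with pre-read for autofluorescence.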
TCR activator: activators of T cell receptors. 330,000 tested, under 10 active. Potency, µM (series often up to 9.22 µM), for the others: at the top dose activation of IL-2 secretion, hits mostly activators. primary human leukocytes, anti-CD3, IL-2 HTRF, 48 h. AID 504894; also: % of control where 0% means no effect
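Compounds are tested in HTS on primary human leukocytes co-incubated with a-CD3 beads for 48 hr. IL-2 output is measured by time-resolved FRET.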
Chronic BCR inh: blocks chronic active B-cell receptor signaling; actives 0.05% (n = 340,000); ABC-DLBCL IkBa-CBG/CBR reporter, luminescence ratio, 4 h; Potency, µM (doses to about 46.1 µM), without a hit: top-dose ratio change, negative = lower green/red ratio, hits mostly inhibitors; active = well fitted inhibition curve with a large enough effect in the signal ratio, with a control signal flat, not every such curve was filed as active; inconclusive = small, poorly fitted or top-dose-only effect, or effect the other way, or a change in a side signal; the % refers to the signal ratio;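 also: potency is read from the fitted curve at half-maximal effect; plate controls were basal doxycycline-induced cells for no effect and cells given 10 µM MG132 for full effect; MG132 reads +100%, hits lower the ratio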
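TMD8 ABC-DLBCL cells carrying doxycycline-inducible green luciferase fused to IkappaBalpha plus unfused red luciferase were exposed to compounds (up to 46 uM) for 4 hrs at 37C. Activity came from the overlap-corrected green/red luminescence ratio.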
TSG101-PTAP inh: blocks PTAP/TSG101 interaction to inhibit HIV-1 budding | Q99816 | Fluorescence polarization, FITC-PTAP peptide / Tsg101 binding | Potency, µM (series often up to 115 µM), for the others: at the highest dose activity change, negative = inhibition, usual class: inhibitors | 340,000 tested, under 10 active; active = well fitted inhibition curve with a large enough effect in the main read-out, with a control signal flat, not every such curve was filed as active; inconclusive = small, poorly fitted or top-dose-only effect, or effect the other way, or a change in a side signal; inactive = no such curve, though single readings can be large or run the other way; also: potency is read from the fitted curve at half-maximal effect; % of control where 0% means no effect
Target sequence (Q99816 whole entry, looked up): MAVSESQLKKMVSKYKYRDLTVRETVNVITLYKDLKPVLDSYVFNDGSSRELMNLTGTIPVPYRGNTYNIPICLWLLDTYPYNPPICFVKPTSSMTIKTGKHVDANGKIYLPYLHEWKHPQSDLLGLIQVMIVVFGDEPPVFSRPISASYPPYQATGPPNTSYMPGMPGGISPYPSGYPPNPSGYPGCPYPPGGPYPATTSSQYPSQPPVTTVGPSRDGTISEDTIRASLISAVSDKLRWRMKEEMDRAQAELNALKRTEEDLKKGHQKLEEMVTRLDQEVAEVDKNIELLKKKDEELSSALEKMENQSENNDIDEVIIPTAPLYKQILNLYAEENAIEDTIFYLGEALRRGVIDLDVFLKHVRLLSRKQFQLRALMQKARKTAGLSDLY
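Fluorescence polarization binding of Tsg101 binding domain (10 uM final) to FITC-labeled PTAP peptide (50 nM final) in HEPES pH 7.5 buffer with NaCl, Tween 20, EDTA, TCEP. Compounds added before peptide; binding 20 min at RT.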
AT treatment: potential ataxia-telangiectasia treatment | […] A-T fibroblasts, KAP-1 phosphorylation AlphaLISA; neocarzinostatin DNA damage 30 min before lysis | actives 0.19% (n = 320,000) | Potency, µM (top dose mostly 57.5 µM), for the others: top-dose activation, actives largely listed as activators | AID 485349; also: potency is read from the fitted curve at half-maximal effect; % of control where 0% means no effect; nearly all actives have a fitted effect of over 45% in size
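hTERT-immortalized A-T patient fibroblasts ([…]), 500 cells/well in OPTI-MEM, 1% FBS, got compounds for 60 min, then NCS for 30 min at 37C. Lysates were then assayed for phospho-KAP-1 by AlphaLISA (anti-pKAP1 donor, anti-KAP1 acceptor beads), 6 hr at 25C.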
S-ASM inh: inhibitors of human secretory acid sphingomyelinase. placental ASM, HMU-PC fluorogenic substrate, 60 min. P17405. Potency, µM (doses to about 57.5 µM), for the others: at the top dose activity change, negative = inhibition, most hits filed as inhibitors. AID 504937. actives 0.006% (n = 340,000); also: potency is read from the fitted curve at half-maximal effect
Target sequence (P17405 47-631 limits assumed): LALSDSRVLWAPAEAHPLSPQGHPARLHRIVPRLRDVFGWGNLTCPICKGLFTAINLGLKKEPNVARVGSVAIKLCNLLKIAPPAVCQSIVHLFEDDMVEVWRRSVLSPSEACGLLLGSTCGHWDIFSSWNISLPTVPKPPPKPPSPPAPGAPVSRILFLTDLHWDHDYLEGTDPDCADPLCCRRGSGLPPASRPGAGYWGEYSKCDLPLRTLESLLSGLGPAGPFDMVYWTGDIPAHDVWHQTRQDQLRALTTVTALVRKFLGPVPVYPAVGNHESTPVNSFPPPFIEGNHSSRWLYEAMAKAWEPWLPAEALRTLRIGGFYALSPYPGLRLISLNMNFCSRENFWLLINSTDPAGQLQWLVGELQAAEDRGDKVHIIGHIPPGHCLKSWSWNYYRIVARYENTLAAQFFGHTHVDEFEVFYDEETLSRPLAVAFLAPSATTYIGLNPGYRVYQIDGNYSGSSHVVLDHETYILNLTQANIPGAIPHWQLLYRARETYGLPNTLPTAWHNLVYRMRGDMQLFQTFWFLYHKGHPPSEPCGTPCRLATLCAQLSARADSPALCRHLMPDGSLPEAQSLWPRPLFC
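HMU-PC0 cleavage (9 uM final) by human placental ASM, 60 min at 37 °C following 10 min compound exposure at RT; stopped at pH 10, fluorescence Ex 386/Em 447 nm.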
ELG1 repair inh: ELG1-dependent DNA repair inhibition | HEK293T ELG1-luciferase reporter, luminescence, 16 h; DNA damage induced by 5-fluorouridine | Potency, µM (series often up to 46.1 µM), for inactives: at the top dose activity change, negative = inhibition, usual class: inhibitors | actives 2.3% (n = 330,000) | AID 504467; also: potency is read from the fitted curve at half-maximal effect; % is scaled to controls: 0 for no effect and ±100 for the full control effect; nearly all actives have a fitted effect of over 55% in size
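Step one: seed 2,000 cells per well. Step two: pin-transfer compound or DMSO alongside 5-fluorouridine. Step three: incubate 16 hr, 37 °C, 5% CO2. Step four: add ONE-Glo, wait 30 min, read luminescence.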
TSHR antag: blocks TSH signaling through the human TSH receptor. P16473. TSHR-expressing cells, TSH-stimulated cAMP HTRF, 2 h; active compounds read low. activity change, negative = inhibition, % at 11.5 µM. actives 0.2% (n = 330,000);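 active = activity change below a set negative limit, meaning inhibition stronger than a set level, cut at about -70% in these data; inconclusive = activity change between two set negative limits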; also: % is scaled to controls: 0 for no effect and ±100 for the full control effect
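Antagonism was scored as loss of TSH-driven cAMP in TSHR cells, stimulated with 4nM TSH (EC80) for 2 hours at 37 deg C and detected by homogeneous HTRF competition immunoassay.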
Eya2 inh: Eya2 (human) phosphatase inhibition; recombinant Eya2, OMFP fluorescence dephosphorylation (OMFP is methylfluorescein phosphate); actives 0.006% (n = 330,000); AID 488837; Potency, µM (highest dose often 76.9 µM), for inactives: top-dose activity, negative = inhibition, actives largely listed as inhibitors; O00167; also: potency is read from the fitted curve at half-maximal effect; % is scaled to controls: 0 for no effect and ±100 for the full control effect
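Eya2 (0.2 uM) preincubated 10 min at ambient with compound, then OMFP substrate added at 50 uM; 10 min reaction in 50 mM HEPES pH 7.5, 50 mM NaCl, 5 uM MgCl2, 0.05% BSA, 1 mM DTT. Fluorescence read at Ex 485/Em 525 nm.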
Mito fusion yeast: mitochondrial division inhibition or fusion activation | Potency, µM (top dose mostly 46.1 µM), inactives show at the top dose growth rescue (activation), most hits filed as activators | AID 485298 | actives 0.23% (n = 320,000) | S. cerevisiae fusion-defective mutant growth rescue, CellTiterGlo 48 h;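 also: potency is read from the fitted curve at half-maximal effect; % of control where 0% means no effect; nearly all actives have a fitted effect of over 45% in size; temperature-sensitive fusion mutants such as fzo1-1 at 37 °C on non-fermentable ethanol glycerol medium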
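Growth-rescue viability read-out: after 48 h at the non-permissive 37C in glycerol/ethanol YPEG, yeast mitochondrial fusion mutants are measured by CellTiterGlo luminescence; compounds (23 nl pinned per well) restoring growth score as division inhibitors or fusion activators.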
Tb PFK block: inhibitors of T. brucei phosphofructokinase; O15648; T. brucei PFK, ADP-Glo luminescence; Potency, µM (highest dose often 57.5 µM), for inactives: at the highest dose activity, negative = inhibition, actives largely listed as inhibitors; actives 0.17% (n = 330,000); AID 485367;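 also: potency is read from the fitted curve at half-maximal effect; 0% = uninhibited 1x PFK enzyme wells and -100% = no-enzyme wells; nearly all actives have a fitted effect of over 60% in size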
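PFK 1.25 nM, F6P 0.5 mM, ATP 0.1 mM, 0.1 M TEA pH 8.0, 5 mM MgCl2, 0.01% Tween20, 0.1% BSA; 45 min RT. ADP-Glo readout. qHTS titration up to 57 uM; curves fitted, compounds curve-classed.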
* marks the source's active call; other numbers are inactive results; ? = inconclusive; nt = not tested or not shown; & = joins results of further samples; [ ] = another dose, or the depositor's remark. Unless noted, calls follow the shape of the dose curve; as a rule, active = well fitted curve in the direction sought with a large enough effect; inconclusive = small, poorly fitted or top-dose-only effect, or another doubt; inactive = no such curve, though single readings can be large; an effect the other way counts as inactive or inconclusive.

Molecule,a7 integrin act,TCR activator,Chronic BCR inh,TSG101-PTAP inh,AT treatment,S-ASM inh,ELG1 repair inh,TSHR antag,Eya2 inh,Mito fusion yeast,Tb PFK block
CC(C)[C@H](CO)N(Cc1cccc(F)c1)c1nc(Nc2cccc(Cl)c2)c2ncn(C(C)C)c2n1,-41%,1%,?,-6%,23%,-4%,9%,-7,9%,-14%,1%
COCC(=O)Nc1nnc(SCC(=O)N2CCCCC2)s1,-28%,-4%,0%,0%,1%,1%,18%,2,-14%,-3%,3%
COc1cc(OC)cc(-n2nc(C(=O)N3CC(C)CC(C)C3)c3ccccc3c2=O)c1 (centres undefined),-3%,-4%[46.1 µM],1%,-10%,1%,-1%,21µM*,15,-1%,?,0%
O=C(/C=C/c1ccccc1[N+](=O)[O-])NCC1CCCO1 (centres undefined),1%,-2%[46.1 µM],-3%,-5%,4%,0%,?,9,1%,2%,-2%
Cc1cc(=O)[nH]c2c1c(C)nn2-c1ccccc1,13%,nt,3%,-1%,7%,-4%,0%,-13,-3%[15.4 µM],-1%,6%
Cc1ccccc1NC(=O)C1CCCN1C(=O)NC1CCCCC1 (centres undefined),3%,-46%,4%,-4%,-4%,2%,23%,5,16%,0%,-18%
O=c1[nH]cnc2c1cnn2Cc1ccccc1Cl,14%,-6%,8%,-2%,9%,3%,9%,-2,?,7%,19%
COc1ccc(-c2cc(C(=O)O)c(C)o2)cc1OC,-15%,-11%,?,-3%,-3%,2%,?,-3,5%,-4%,-9%
COc1ccc(-c2nc(C(=O)O)cs2)cc1OC,0%,3%,-1%,-1%,2%,-2%,?,-9,2%,8%,3%
O=C(N/N=C/c1cc([N+](=O)[O-])ccc1O)c1cccc(N2CCCC2=O)c1,-17%,-6%,-1%,-3%,-10%,-12%,12µM*,-19,-8%,-9%,-8%
N#CCCn1cc(C=C(C#N)C#N)c(-c2ccc(-c3ccccc3)cc2)n1,-26%,-3%[46.1 µM],-18%,1%,11%,6%,-19%,7,0%,6%,-12%
CCCCOc1ccc(-c2ncc(Cl)cn2)cc1,19%,-5%,?,1%,3%,4%,?,-2,-19%,-1%,-5%
Nc1c2c(nc3ccccc13)CCCC2,nt,3%&-1%,?,-1%&-5%,7%&6%,-3%&-1%,?,2&2&6,1%&-37%&7%,0%&3%&-3%,?
Cc1ccc(C)c(-n2nnnc2SCC(=O)NCC2CCCO2)c1 (centres undefined),-7%,0%,0%,-1%,15%,5%,8%,18,9%,-2%,0%
O=C(O)CCN1C(=O)c2ccc(NC(=O)c3cccs3)cc2C1=O,-15%,1%,-16%,1%,0%,17%,5%,-9,-5%,-5%,2%
COc1ccc(N(C(C)C(=O)N/N=C/c2ccc(OCC(C)C)cc2)S(C)(=O)=O)cc1 (centres undefined),10%,-1%[46.1 µM],-1%,-7%,-10%,-10%,?,5,-4%,-2%,0%
CC(Nc1nc(-c2cccc(Br)c2)cs1)c1nc2cc(Cl)c(N3CCCCC3)cc2n1CCOCCO (centres undefined),-37%,2%,13%,0%,5%,-17%,?,-10,12%,5%,0%
CCCc1cc(=O)[nH]c(SCC(=O)c2c(N)n(CC(C)C)c(=O)n(C)c2=O)n1,5%,-5%,0%,-1%,11%,nt,?,-3,-1%,2%,-5%
Cc1cc2oc(=O)cc(CN3CCC(C)CC3)c2cc1C,?,-1%,0%,-1%,6%,0%,?,0,12%,-21%,18%
CC1=C(C)C(OCCCl)N(c2cc(O)c(Cl)cc2F)C1=O (centres undefined),23%,-2%,-6%,-6%,-9%,3%,-6%,2,-9%,7%,-2%
Cc1ccc2cc3c(N)c(C(=O)Nc4c(C)[nH]c(=O)[nH]c4=O)sc3nc2c1,14%,-4%[46.1 µM],?,?,7%,4%,12%,-6,-8%,-1%,?
COc1cc(NC(=O)C(=O)NCCN(C)C)c(OC)cc1Cl,25%,-5%,?,-6%,6%,2%,13%,-8,2%,0%,1%
O=C(CCN1C(=O)C2CC=CCC2C1=O)Nc1cccc(S(=O)(=O)N2CCCCC2)c1 (centres undefined),-3%,1%,3%,-5%,18%,0%,11%,15,9%,4%,1%
O=C(COC(=O)c1ccccn1)c1ccc([N+](=O)[O-])cc1,?,-6%,?,1%,-1%,0%,0%,-8,-14%,1%,-13%
OC(CNCCc1ccc(Cl)cc1Cl)COc1ccccc1 (centres undefined),-30%,-3%,-10%,-3%,11%,-3%,0%,-2,-13%,-33%[inhibitor],1%
Clc1ccc(-c2cc(-c3nnc4n3CCCCC4)c3ccccc3n2)cc1,-9%,-2%[46.1 µM],?,-4%,-3%,3%,22%,7,-8%,-5%,0%
O=C(N=c1ccn(-c2nc3ccccc3nc2NS(=O)(=O)c2ccccc2)cc1)c1ccccc1Cl,11%,4%,13%,-8%,4%,26%,8%,-5,7%,3%,2%
N#C/C(=C\c1c(N2CCC(C(N)=O)CC2)nc2ccccn2c1=O)C(=O)NC1CCCCC1,0%,-5%,-18%,3%,2%,-1%,?,-9,0%,0%,-4%
O=C1NC(=S)S/C1=C\c1cc2ccccc2nc1N1CCCCC1,26%,-4%,?,4%,7%,-9%,16µM*,?,-10%,6%,2%
CN1C(=O)[C@H]2[C@@H](/C=C/c3ccccc3)N3C(=O)CN(CC4CC4)C(=O)[C@@]3(C)[C@H]2C1=O,23%,-2%,0%,-9%,0%,-2%,14%,7,1%,1%,-2%
O=C(CCNS(=O)(=O)c1ccc(Cl)cc1)N1CCCCCC1,16%,-1%,0%,nt,0%,-2%,-1%,1,6%,-1%,-7%
Nc1cc(Cl)ccc1Oc1ccc2ccccc2c1,8%,-3%,?,0%,30%,-15%,?,-5,-23%,9%,3%

Arranged by number of heavy atoms (falling): some entries from above
Molecule,a7 integrin act,TCR activator,Chronic BCR inh,TSG101-PTAP inh,AT treatment,S-ASM inh,ELG1 repair inh,TSHR antag,Eya2 inh,Mito fusion yeast,Tb PFK block
O=C(N=c1ccn(-c2nc3ccccc3nc2NS(=O)(=O)c2ccccc2)cc1)c1ccccc1Cl,11%,4%,13%,-8%,4%,26%,8%,-5,7%,3%,2%
N#C/C(=C\c1c(N2CCC(C(N)=O)CC2)nc2ccccn2c1=O)C(=O)NC1CCCCC1,0%,-5%,-18%,3%,2%,-1%,?,-9,0%,0%,-4%
O=C(CCN1C(=O)C2CC=CCC2C1=O)Nc1cccc(S(=O)(=O)N2CCCCC2)c1 (centres undefined),-3%,1%,3%,-5%,18%,0%,11%,15,9%,4%,1%
Clc1ccc(-c2cc(-c3nnc4n3CCCCC4)c3ccccc3n2)cc1,-9%,-2%[46.1 µM],?,-4%,-3%,3%,22%,7,-8%,-5%,0%
O=C1NC(=S)S/C1=C\c1cc2ccccc2nc1N1CCCCC1,26%,-4%,?,4%,7%,-9%,16µM*,?,-10%,6%,2%
O=C(CCNS(=O)(=O)c1ccc(Cl)cc1)N1CCCCCC1,16%,-1%,0%,nt,0%,-2%,-1%,1,6%,-1%,-7%
O=C(COC(=O)c1ccccn1)c1ccc([N+](=O)[O-])cc1,?,-6%,?,1%,-1%,0%,0%,-8,-14%,1%,-13%
